GlmU inhibition = inhibition of mycobacterial GlmU enzyme – biochemical, glucosamine-1-phosphate acetyltransferase (AID 1376) | actives 0.25% (n = 220,000) | inhibition, %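 (tested at 30 µM in the primary screen)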; hits with a dose series show IC50 in µM | M. tuberculosis GlmU acetyltransferase enzyme assay; higher % means a stronger effect; in the data active means inhibition above about 13%; inconclusive means no clear call, values can overlap the other calls;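 further: 0% = complete reaction with vehicle and 100% = reaction without substrate; strong numbers were not always called active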
Mtb RmlCD inh = blocks M. tuberculosis RmlC and RmlD coupled enzymes. inhibition, % at 3.6 µM. RmlC+RmlD coupled enzyme assay, percent inhibition; primary screen in compound mixtures. actives 0.03% (n = 160,000); in the data active means inhibition mostly above about 34%, no sharp cut-off; inconclusive means no clear call, values can overlap the other calls; inactive means mostly below about 22%; further: some results filed as inactive read as strong as hits
Target sequence (P9WH09 whole entry, looked up): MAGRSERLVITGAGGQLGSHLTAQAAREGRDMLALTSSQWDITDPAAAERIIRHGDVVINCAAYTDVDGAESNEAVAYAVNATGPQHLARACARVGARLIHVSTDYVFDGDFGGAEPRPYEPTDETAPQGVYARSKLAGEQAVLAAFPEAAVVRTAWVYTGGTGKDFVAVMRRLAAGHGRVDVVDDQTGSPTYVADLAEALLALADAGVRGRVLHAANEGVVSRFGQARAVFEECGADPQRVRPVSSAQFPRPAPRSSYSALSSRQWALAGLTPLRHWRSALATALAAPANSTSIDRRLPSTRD
Target sequence (P9WH11 whole entry, looked up): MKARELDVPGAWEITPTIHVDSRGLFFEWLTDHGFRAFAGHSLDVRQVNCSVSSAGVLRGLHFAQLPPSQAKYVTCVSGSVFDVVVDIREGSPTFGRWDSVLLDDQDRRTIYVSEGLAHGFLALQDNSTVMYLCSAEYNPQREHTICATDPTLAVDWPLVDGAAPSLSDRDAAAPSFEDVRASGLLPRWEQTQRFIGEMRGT
* marks the source's active call; other numbers are inactive results; ? = inconclusive; . = no result given; & = joins results of further samples. A portion of the library; rates above refer to the full screens.

Start of the listing, in advance, 3 compounds:
SMILES	GlmU inhibition	Mtb RmlCD inh
O=C(Nc1nnc(C2=COCCO2)o1)C1CCCCC1	1.3%	1
Cc1ccc(C(c2sc3nc(C)nn3c2O)N2CC(C)OC(C)C2)cc1 (configuration not stated)	0.2%	-5
Cc1ccc(C(=O)CC(c2cccs2)S(=O)(=O)c2ccc(C)cc2)cc1 (configuration not stated)	-1.8%	2

The listing, previewed entries included:
SMILES	GlmU inhibition	Mtb RmlCD inh
O=C(Nc1nnc(C2=COCCO2)o1)C1CCCCC1	1.3%	1
Cc1ccc(C(c2sc3nc(C)nn3c2O)N2CC(C)OC(C)C2)cc1 (configuration not stated)	0.2%	-5
Cc1ccc(C(=O)CC(c2cccs2)S(=O)(=O)c2ccc(C)cc2)cc1 (configuration not stated)	-1.8%	2
COc1ccc(N2CCN(S(C)(=O)=O)CC2)cc1	0.1%	-3
Cc1nc(NC(=O)c2cccc(-c3cc4ccccc4oc3=O)c2)ccc1Br	2.6%	74
COC(=O)CCC/C=C1\SC[C@@H](NC(=O)c2ccccc2)C1NC(C)=O (some centres not stated)	-3.3%	-9
CC1CCCN(S(=O)(=O)c2ccc(NC(=O)Cn3nnc(-c4ccccc4F)n3)cc2)C1 (configuration not stated)	-0.2%	-10
CCn1c(CCn2ccnc2C)n[nH]c1=S	5.0%	.
Cc1oc(-c2cccs2)nc1CS(=O)CC(=O)NC1CCCCCC1 (configuration not stated)	-5.7%	7
O=C(O)CN1CCCCCC1=O	-4.4%	7
CCCNc1nc(Cl)nc(NC(C)(C)C)n1	1.5%	-7
CC(=O)NCC(=O)OCN1C(=O)c2ccccc2C1=O	2.5%	.
Cc1ncccc1C(=O)N1CCCC(CNC(=O)C2(c3ccc(Cl)cc3)CC2)C1 (configuration not stated)	-2.9%	-5
Cc1cc(=O)oc2cc(NC(=O)c3cc4ccccc4o3)ccc12	.	-7
O=C(N/N=C/c1cc([N+](=O)[O-])ccc1Cl)c1cnccn1	-6.0%	1
Cc1snc(SCC(=O)c2ccc([N+](=O)[O-])cc2)c1C#N	-1.1%	-7
COC(=O)C1=C(N)Oc2cc(C)n(Cc3cccnc3)c(=O)c2C1c1cc(OC)ccc1OC (configuration not stated)	1.4%	-4
O=C1c2cc(N3CCCC3)c([N+](=O)[O-])cc2C(=O)N1c1ccccc1	2.5%	-10
COc1ccc(C2C(C#N)=C(N)OC(C(C)(C)C)=C2C#N)cc1OC (configuration not stated)	-1.3%	8
COC(=O)c1nn(-c2ccc(OC)cc2)c(=O)cc1Oc1cccc(Cl)c1	2.2%	-7
CCOC(=O)C1(CC2CCCCO2)CCN(C(=O)Nc2ccccc2SC)CC1 (configuration not stated)	-1.0%	.
CCOC(=O)c1c(-c2ccccc2)oc2ccc(OCC(=O)O)cc12	-3.9%	13
Cc1c(NC(=O)C2CCN(S(=O)(=O)c3cccs3)CC2)c(=O)n(-c2ccccc2)n1C	-0.1%	2
Cn1nccc1CNC(=O)c1ccnn1C	-5.1%	-7
COc1ccc(-c2nc(C)c(C(C)=O)n2O)cc1OC	-1.8%	.
SMILES	GlmU inhibition	Mtb RmlCD inh
COc1ccc(N2CCN(C(=O)c3cccnc3SCc3cccc(Br)c3)CC2)cc1	1.3%	-6
Cc1cccc(OCCn2c(=O)n(C)c3ccccc32)c1	-2.4%	9
CCCCNc1nc2c(-c3ccccc3)nnn2c2ccccc12	.	6
Brc1ccc(Cn2c(-c3ccc(Br)o3)nc3ccccc32)o1	2.0%	.
O=C(c1cccc([N+](=O)[O-])c1)c1ccc2c(c1)C(=O)N(c1c[nH]c(=O)[nH]c1=O)C2=O	-2.0%	-9
O=C(NNC(=O)c1cc(-c2ccccc2)nc2ccccc12)Nc1cccc(Cl)c1	2.3%	.
O=C(O)c1cc(-c2cccc([N+](=O)[O-])c2)n[nH]1	-1.9%	-8
CCCn1c(SCC(=O)Nc2nnc(CC)s2)nnc1-c1ccco1	.	-3
Cc1ccc(OCCn2c(=O)sc3ccccc32)cc1	-4.2%	15
O=C(COc1cccc2ccccc12)N/N=C/C=C/c1ccccc1	0.1%	.
CCOC(=O)NCC(C)(C)CNC(=O)OCC	0.5%	14
O=C(COC(=O)/C=C/c1cccc(F)c1)Nc1ccccc1	-2.4%	-15
CCCCn1c(=N)n(CC(O)COc2cccc(C)c2)c2ccccc21 (configuration not stated)	-1.2%	.
Cn1c(=O)n(Cc2ccccc2)c(=O)c2c1nc1n2CCS1	0.4%	.
Cc1cccc(-c2n[nH]c(=S)n2/N=C/c2ccco2)c1	7.3%	-2
CCCOc1ccc(C(=O)CCC(=O)OCC(=O)Nc2ccc(Oc3ccccc3)cc2)cc1	1.2%	-9
CN1CCN(/N=C/c2ccc(N(C)c3ccccc3)cc2)CC1	-1.4%	-11
CN1CCN(C(CNS(=O)(=O)c2cccs2)c2cccnc2)CC1 (configuration not stated)	-5.9%	.
O=[N+]([O-])c1cccc(-c2noc(COc3ccccc3)n2)c1	-5.6%	-9
O=C(O)c1ccc(SCc2cnc(Cl)s2)cc1	5.6%	.
CS(=O)(=O)CCSc1ncccc1C(=O)NCc1cccs1	-1.8%	4
CCOC(=O)c1csc(NC(=O)CSc2nnnn2-c2ccc3c(c2)OCCO3)n1	0.1%	.
Cc1cccc(NC(=O)C(=O)NCCCN2CCOCC2)c1	-3.5%	-4
Cc1cc(=O)oc2cc(O)c(N=Nc3ccccc3)cc12	-1.2%	-1
Cc1ccc(CNc2ncccc2-c2nc3cc(Cl)ccc3o2)cc1	0.9%	.

Part of the list above, bar-delimited.
compound | GlmU inhibition | Mtb RmlCD inh
O=C(c1cccc([N+](=O)[O-])c1)c1ccc2c(c1)C(=O)N(c1c[nH]c(=O)[nH]c1=O)C2=O | -2.0% | -9
O=C(NNC(=O)c1cc(-c2ccccc2)nc2ccccc12)Nc1cccc(Cl)c1 | 2.3% | .
O=C(O)c1cc(-c2cccc([N+](=O)[O-])c2)n[nH]1 | -1.9% | -8
CCCn1c(SCC(=O)Nc2nnc(CC)s2)nnc1-c1ccco1 | . | -3

More entries
SMILES	GlmU inhibition	Mtb RmlCD inh
COc1ccc2c(CN3CCN(S(=O)(=O)c4cccs4)CC3)cc(=O)oc2c1	1.2%	4
Cc1c(C(=O)NCc2cccnc2)oc2ccc(S(=O)(=O)N3CCC4(CC3)OCCO4)cc12	0.1%	.
COC(=O)c1c(C)nc2nonc2c1N	0.8%	-3
CCOC(=O)N1CCN(C(=O)c2cnc3n(c2=O)CCS3)CC1	-7.8%	3
COc1ccc(C(=O)N2CCN=C2SCc2cccnc2)c(OC)c1	8.5%	.
CC(C)(C)OC(=O)N1CCOCCOCCN(C(=O)OC(C)(C)C)CCOCCOCC1	4.1%	4
CCNC(=O)c1ccc(C2SCC(=O)N2Cc2ccco2)cc1 (configuration not stated)	6.9%	6
COc1ccc(Cc2nn[nH]n2)cc1	1.4%	-8
CCOC(=O)C1C2NC(=O)N(Cc3ccccc3)C1(C)Oc1c(OC)cccc12 (configuration not stated)	2.6%	?
CC1(C)CC(NCCC(c2ccccc2)c2ccco2)CCO1 (configuration not stated)	-0.2%	.
COc1ccc(NC(=O)CCC2CCCC2)cc1OC	2.7%	4
C=CCNC(=S)NNC(=O)c1cccnc1	1.2%	3
Cc1cc(C)c(N2C(=O)C3C4CC(=O)C(c5ccccc54)C3C2=O)c(C)c1 (configuration not stated)	5.6%	.
Cc1ccccc1N1CC(O)(c2cccs2)[N+]2=C1CCCC2 (configuration not stated)	.	11
CCCCNC(=O)COC(=O)CNC(=O)c1cc(Cl)cc([N+](=O)[O-])c1	1.6%	-10
C/C(=C\C(=O)c1ccccc1)Nc1ccc(O)cc1	1.0%	.
O=C(OCc1nc2ccccc2[n+]([O-])c1C(=O)c1ccccc1)c1cccnc1	1.5%	11
N/C(=N\OC(=O)c1ccccc1)c1ccccn1	1.2%	5
N#Cc1ccc(Oc2cccc(C(=O)O)c2)cc1C#N	1.3%	7
Cc1ccc(N(C)C(=O)Oc2cccc3cccnc23)cc1	0.2%	.
CC(NC(=O)CCN1N=C(c2ccccc2)CCC1=O)c1ccc2c(c1)OCCO2 (configuration not stated)	-3.5%	-12
Cc1nc(SCCCSc2n[nH]c(C)n2)n[nH]1	2.7%	.
CCN1C(=O)N(CC)C2NC(=S)NC21 (configuration not stated)	-4.4%	5
Cc1nn(-c2ccccc2)c2c1C1(C(=O)N(C)c3ccccc31)N(c1ccccc1)C(=O)N2 (configuration not stated)	1.5%	3
CC(=O)c1cccc(NC(=O)C(C)N2CCc3ccccc3C2)c1 (configuration not stated)	-2.1%	.

Quoted from the listing:
GlmU inhibition result of `O=C(OCc1nc2ccccc2[n+]([O-])c1C(=O)c1ccccc1)c1cccnc1` reads 1.5%
GlmU inhibition result of `CCN1C(=O)N(CC)C2NC(=S)NC21` (configuration not stated) reads -4.4%
GlmU inhibition result of `CC1(C)CC(NCCC(c2ccccc2)c2ccco2)CCO1` (configuration not stated) reads -0.2%
Mtb RmlCD inh result of `C=CCNC(=S)NNC(=O)c1cccnc1` reads 3

Additional compounds.
SMILES	GlmU inhibition	Mtb RmlCD inh
COc1cccc(-n2c(SCC(=O)N3CCc4ccccc43)nnc2-c2c[nH]c3ccccc23)c1	0.3%	.
CC(C)n1nnnc1-c1cc(Cl)cc(Cl)c1	2.0%	3
COc1ccc(-c2nn(-c3ccccc3C)cc2CNC(C)c2cn(C)nc2C)cc1F (configuration not stated)	11%	6
COc1ccc(/C=N/NC(=O)c2nn(-c3ccccc3)c(=O)c3c(N)scc23)cc1	8.8%	-4
Cc1cccc(C)c1NC(=S)N1CCCN(Cc2ccc(F)cc2)C1	1.3%	8
O=C(NC1CCC(C(=O)O)CC1)OCc1ccccc1 (configuration not stated)	0.1%&2.6%	18
CCOC(=O)c1c(C)n(C)c2cc(-c3cccc(C(F)(F)F)c3)c(O)cc12	-3.3%	5
CCOc1ccc(S(=O)(=O)NCCCN2CCCC2=O)cc1	0.1%	10
CC1(C)Cc2c(sc3c2c(=N)n(Cc2ccco2)c(=O)n3CC(=O)Nc2cccc(Cl)c2)CO1	4.6%	7
CCCCn1nc2cc(C(=O)NCc3ccco3)ccc2c1OCC	2.5%	7
CCC(C)Cn1c(C(C)C)nc2ccccc21 (configuration not stated)	-0.3%	2
Cn1c(SCC(=O)Nc2cccnc2)nnc1-c1ccccc1F	8.5%	12
CCOc1c2ccc(C(=O)NCc3ccc4c(c3)OCO4)cc2nn1C	4.6%	.
COc1ccc(Br)cc1S(=O)(=O)n1ccnc1C	-4.6%	-2
Cc1n[nH]c(C)c1S(=O)(=O)N1CCCC(C(=O)NC2CCCc3ccccc32)C1 (configuration not stated)	-1.8%	.
CCN(CC)C(=O)Cn1cnc2sc(C(=O)Nc3cc(OC)c(OC)c(OC)c3)c(C)c2c1=O	3.4%	.
O=C(NCc1ccncc1)Nc1cccc([N+](=O)[O-])c1	2.3%	.
N=C(c1cccc([N+](=O)[O-])c1)N1CCCCC1	8.9%	5
Cc1nn(-c2ccccc2)c(=S)n1-c1ccccc1	8.3%	-6
Cc1cc(NCc2ccccc2)nc(N2CCOCC2)n1	1.2%	.
COc1cccc(CNc2cc(CSc3ccc(Cl)cc3)nc(C)n2)c1	0.0%	7
O=C(CCl)N=c1sccn1Cc1ccc(Cl)cc1Cl	5.1%	3
COCCNC(=O)CSCc1c(F)cccc1Cl	3.0%	.
CS(=O)(=O)Nc1ccc(C(=O)NCCSCc2c(F)cccc2Cl)cc1	-2.9%	-2
CCC1CCCCN1C(=O)CSc1nnc(-c2ccc(OC)cc2)o1 (configuration not stated)	-2.2%	.
SMILES	GlmU inhibition	Mtb RmlCD inh
CCOC(=O)C1=C(CSc2nc3ccccc3s2)NC(=O)NC1c1ccc(OC)cc1 (configuration not stated)	2.6%	-5
CCc1cc2c(s1)NC(=O)CN=C2c1cccs1	2.2%	7
Fc1ccccc1NC(=S)N1CCN(c2ccccn2)CC1	2.7%	.
O=C(OC1CCN(c2ncc(C(F)(F)F)cc2Cl)CC1)c1cccc(C(F)(F)F)c1	-8.8%	-4
O=C(C1CC1)N(CCN(Cc1ccccc1)C(=O)C1CC1)Cc1ccccc1	.	7
Fc1ccc(F)c(CN2CCN(c3ncccn3)CC2)c1	-5.3%	14
Cc1ccccc1Nc1nc(CSc2nnnn2-c2ccccc2)cs1	1.7%	.
CCn1c(C)c(C2=CCN(S(=O)(=O)c3ccc(C)cc3)CC2)c2ccccc21	-0.6%	-5
CC(=O)c1ccc(Oc2ncnc3sccc23)c(CN2CCOCC2)c1	1.5%	.
Cc1cc(Br)cc(C)c1NC(=S)NC(=O)CC(C)C	3.4%	0
Cc1ccc(S(=O)(=O)N(C)CC(=O)N2CCN(c3ccccn3)CC2)cc1	1.8%	.
COc1cccc(/C=C(/C(=O)OCC(=O)NC2CCCCCCC2)c2ccccc2)c1	4.6%	-4
Cc1ccccc1NC(=O)CCC(=O)N/N=C/c1c[nH]c2ccccc12	-2.9%	-11
CCCCCCC(=O)Nc1ccc(C(=O)N2CCCC2)cc1	1.8%	0
CC(Oc1ccc(Cl)cc1Cl)C(=O)NN=C1CCN(C)CC1 (configuration not stated)	-2.8%	4
Cc1ccc(C(=O)N/C(=C/c2ccco2)C(=O)NC2CCS(=O)(=O)C2)cc1 (configuration not stated)	0.9%	-6
O=C(c1ccc(C(=O)N2CCCCCC2)cc1)N1CCCCCC1	2.6%	.
O=C(O)C1C2C=CC3(CN(c4cccc(C(F)(F)F)c4)C(=O)C13)O2 (configuration not stated)	-3.5%	.

Already shown: entries from further up.
SMILES	GlmU inhibition	Mtb RmlCD inh
CCOC(=O)C1=C(CSc2nc3ccccc3s2)NC(=O)NC1c1ccc(OC)cc1 (configuration not stated)	2.6%	-5
CCc1cc2c(s1)NC(=O)CN=C2c1cccs1	2.2%	7
Fc1ccccc1NC(=S)N1CCN(c2ccccn2)CC1	2.7%	.
O=C(OC1CCN(c2ncc(C(F)(F)F)cc2Cl)CC1)c1cccc(C(F)(F)F)c1	-8.8%	-4
O=C(C1CC1)N(CCN(Cc1ccccc1)C(=O)C1CC1)Cc1ccccc1	.	7
Fc1ccc(F)c(CN2CCN(c3ncccn3)CC2)c1	-5.3%	14
